Screening data from PubChem BioAssay.
ADAM17 inh: ADAM17 inhibitors, primary screen, biochemical, QFRET. Disintegrin and metalloproteinase domain-containing protein 17 (Homo sapiens), P78536. recombinant ADAM17, EDANS/DABCYL FRET peptide cleavage. inhibition, % at 6.95 µM. actives 0.83% (n = 370,000). AID 720648, 2013;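 active means inhibition above the mean of compounds lying between control limits plus 3 SD, set per campaign, cut at about 8.5% in these data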;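 further: 0% = DMSO-only wells as the low control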
Target sequence (P78536 215-824 limits assumed): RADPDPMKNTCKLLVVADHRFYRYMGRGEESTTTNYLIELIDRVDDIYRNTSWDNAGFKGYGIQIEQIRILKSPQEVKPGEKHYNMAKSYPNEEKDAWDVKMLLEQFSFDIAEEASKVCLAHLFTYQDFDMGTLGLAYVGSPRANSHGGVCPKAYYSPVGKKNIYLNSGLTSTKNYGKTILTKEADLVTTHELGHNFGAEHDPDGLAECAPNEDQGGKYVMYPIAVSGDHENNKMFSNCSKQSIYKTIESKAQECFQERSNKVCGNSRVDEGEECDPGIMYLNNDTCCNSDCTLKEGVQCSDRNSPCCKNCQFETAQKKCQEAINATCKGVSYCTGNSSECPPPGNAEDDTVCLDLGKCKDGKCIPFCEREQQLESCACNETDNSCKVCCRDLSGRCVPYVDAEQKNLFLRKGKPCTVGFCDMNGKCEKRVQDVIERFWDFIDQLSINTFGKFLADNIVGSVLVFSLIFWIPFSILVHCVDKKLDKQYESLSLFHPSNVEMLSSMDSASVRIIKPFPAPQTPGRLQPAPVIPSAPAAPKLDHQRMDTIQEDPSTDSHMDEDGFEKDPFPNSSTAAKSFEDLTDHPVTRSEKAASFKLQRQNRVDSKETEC
proKLK7 act: proKLK7 zymogen activators, primary screen, biochemical, fluorescence intensity | AID 652039, 2013 | purified proKLK7, EDANS-DABCYL substrate fluorescence; 100% is mature enzyme control, 0% vehicle | activation, % at 7 µM | actives 0.9% (n = 370,000);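 active means activation above the mean of all tested compounds plus 3 SD, computed per campaign excluding outliers beyond control limits, cut at about 13% in these data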
ASAP1 GAP inh: inhibitors of human ASAP1 ArfGAP activity, primary screen, biochemical, fluorescence polarization | Arf-GAP with SH3 domain, ANK repeat and PH domain-containing protein 1 (Homo sapiens), … | ASAP1-stimulated ARF1 GTP hydrolysis, GDP FP detection | actives 0.19% (n = 360,000) | inhibition, % at 16.5 µM; in the data active means inhibition above about 25%;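 further: 0% = vehicle with enzyme and substrate and 100% = no enzyme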
DDE Tn7 FP inh: inhibitors of Tn7 peptide binding to fibrin DD(E), primary screen, biochemical, fluorescence polarization, human fibrin, Tn7 probe; Fibrinogen beta chain (Homo sapiens), P02675; FP displacement of FITC-Tn7 peptide from fibrin DD(E); 0% = median of compound wells per plate; inhibition, % at 8.3 µM; actives 0.13% (n = 370,000);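 active means inhibition above the mean of compounds falling within the control limits plus 3 SD of them, cut at about 14% in these data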;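 further: 0% = plate median of compound wells and 100% = 10 µM Aha-Tn7 peptide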
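Measure: % inhibition scaled between sample-field median and high-control FP; Test system: human fibrin DD(E); Quantity: 2 µM final DD(E) protein; Doses: one dose, 8.3 µM nominal; Schedule: compound with protein 10 min, then 3 h after probe, room temperature; Detection: fluorescence polarization; Medium: Tris buffer with calcium and detergent, pH 7.8.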
MBD2 DNA inh: inhibitors of MBD2 binding to methylated DNA, primary screen, biochemical, TR-FRET, DNA-binding domain, human | Methyl-CpG-binding domain protein 2 (Homo sapiens), Q9UBB5 | MBD2 binding to methylated oligonucleotide | actives 0.31% (n = 370,000) | AID 686964, 2013 | inhibition, % at 4.4 µM; in the data active means inhibition above about 13%
Target sequence (Q9UBB5 whole entry, looked up, the tested form may be a part): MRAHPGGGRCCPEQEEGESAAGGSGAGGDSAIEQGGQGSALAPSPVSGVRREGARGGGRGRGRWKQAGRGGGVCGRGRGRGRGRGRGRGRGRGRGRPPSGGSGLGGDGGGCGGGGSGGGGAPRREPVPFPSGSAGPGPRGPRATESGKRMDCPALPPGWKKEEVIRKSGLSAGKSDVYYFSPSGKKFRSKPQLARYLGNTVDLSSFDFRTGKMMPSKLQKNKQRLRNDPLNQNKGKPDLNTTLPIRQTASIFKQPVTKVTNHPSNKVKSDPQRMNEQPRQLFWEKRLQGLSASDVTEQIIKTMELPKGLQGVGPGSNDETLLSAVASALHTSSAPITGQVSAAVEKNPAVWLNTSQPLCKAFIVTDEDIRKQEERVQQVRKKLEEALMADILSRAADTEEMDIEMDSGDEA
ARFGAP1 inhibitor: inhibitors of rat ARFGAP1 GAP activity, primary screen, biochemical, fluorescence polarization, GDP tracer; ADP-ribosylation factor GTPase-activating protein 1 (Rattus norvegicus), Q62848; Arfgap1-stimulated ARF1 GTP hydrolysis, GDP FP detection; inhibition, % at 16.5 µM; actives 0.26% (n = 360,000); AID 651572, 2012;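 active means inhibition above a per-plate limit, mean inhibition of low control wells plus 3 SD, cut at about 25% in these data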;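 further: 0% = DMSO wells with enzyme and 100% = wells lacking Arfgap1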
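Material: truncated rat Arfgap1 GAP domain; Incubation: compound-enzyme preincubation 20 min, reaction 120 min, detection 60 min, 25 °C; Read-out: percent inhibition of Arfgap1-stimulated GTP hydrolysis; Technique: FP, GDP Alexa 633 tracer displaced from anti-GDP antibody, 620/688 nm; Controls: No-Arfgap1 wells (100%) versus DMSO full-reaction wells (0%); Replication: single well per compound.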
PLC-gamma1 inh: PLC-gamma1 enzyme inhibitors, primary screen, biochemical, fluorescence, purified enzyme; fluorogenic substrate; inhibition, % at 12.2 µM; actives 0.84% (n = 370,000); AID 720700, 2013; in the data active means inhibition above about 9.5%
UHRF1 MBD2 ctr: UHRF1 methylated DNA binding inhibitors, primary screen, counter-screen for MBD2 inhibitor project, biochemical, TR-FRET, human UHRF1, single concentration. inhibition, % at 4.4 µM. actives 0.75% (n = 370,000). E3 ubiquitin-protein ligase UHRF1 (Homo sapiens), Q96T88. UHRF1 binding to methylated oligo. AID 687016, 2013; in the data active means inhibition above about 21%;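 further: UHRF1 SRA domain binding a hemimethylated CpG hairpin DNA probe; 0% = median of test compound wells and 100% = reference inhibitor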
PLCb3 inh: human PLC-beta3 inhibitors, primary screen, biochemical, fluorescence; AID 720704, 2013; actives 0.18% (n = 370,000); inhibition, % at 12.2 µM; Purified PLC-beta3, fluorogenic substrate; in the data active means inhibition above about 11%;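 further: 0% = median of compound wells on plate and 100% = full blocker control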
DDE Tn6 FP inh: inhibitors of Tn6 peptide binding to fibrin DD(E), primary screen, biochemical, fluorescence polarization, human fibrin, Tn6 probe; Fibrinogen beta chain (Homo sapiens), P02675; Fibrin DD(E) TRITC-Tn6 fluorescence polarization displacement; inhibition, % at 8.3 µM; actives 0.21% (n = 370,000); AID 720509, 2013;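 active means inhibition above a per-campaign cutoff: mean of compounds within control limits plus 3 SD, cut at about 15% in these data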;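 further: 0% = median of all compound wells on the plate and 100% = blocking peptide control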
* hit, by the source's call.

Abbreviations: A = ADAM17 inh; B = proKLK7 act; C = ASAP1 GAP inh; D = DDE Tn7 FP inh; E = MBD2 DNA inh; F = ARFGAP1 inhibitor; G = PLC-gamma1 inh; H = UHRF1 MBD2 ctr; I = PLCb3 inh; J = DDE Tn6 FP inh
> CCCCNc1cccc2c1S(=O)(=O)N[C@H](C)CO2
  A = -2 | B = 0.5 | C = -2 | D = 4 | E = 9 | F = -1 | G = 0 | H = 22* | I = 0 | J = 0
> Cc1csc(NC(=O)c2ccc[nH]c2=O)n1
  A = 1 | B = 0.7 | C = 14 | D = -1 | E = 2 | F = -1 | G = -1 | H = 2 | I = -6 | J = -4
> O=C(CSc1nc2ccc(Cl)cc2[nH]1)NCCc1ccc(Cl)cc1
  A = 2 | B = -0.9 | C = -8 | D = -4 | E = 2 | F = 6 | G = -1 | H = 1 | I = 2 | J = -2
> CCNc1nc(NCC)nc(N/N=C/c2ccc(OC)cc2)n1
  A = 0 | B = -0.7 | C = 9 | D = -9 | E = 3 | F = 8 | G = 3 | H = 53* | I = -3 | J = -1
> Cc1ccc(-n2ccc(=O)c(C(=O)Nc3ccc(S(=O)(=O)Nc4onc(C)c4C)cc3)n2)cc1
  A = -4 | B = 0.8 | C = -9 | D = -1 | E = 2 | F = 7 | G = 1 | H = -4 | I = -10 | J = -9
> CC1CC(C)CN(C(=O)c2ccc(N3CC4CC(C3)c3cccc(=O)n3C4)c([N+](=O)[O-])c2)C1 (stereo unspecified)
  A = 0 | B = 0.2 | C = -5 | D = 3 | E = -3 | F = 1 | G = 1 | H = -3 | I = 3 | J = 3
> CC(C(=O)NCc1ccc(Cl)cc1)n1cccc1C(=O)c1ccccc1 (stereo unspecified)
  A = 0 | B = -0.5 | C = 9 | D = -1 | E = -3 | F = -3 | G = 2 | H = -1 | I = -4 | J = -1
> O=C(CCNS(=O)(=O)c1ccccc1F)N1CCN(C(c2ccccc2)c2ccccc2)CC1
  A = 7 | B = 0.5 | C = 7 | D = 5 | E = -5 | F = -8 | G = 6 | H = -3 | I = 1 | J = -5
> Cc1ccccc1CSc1ccc2nnc(-c3ccccn3)n2n1
  A = -1 | B = 0.1 | C = -6 | D = -9 | E = 5 | F = 1 | G = -1 | H = 1 | I = -3 | J = 0
> O=C(CSC1=NS(=O)(=O)c2ccccc2N1)NCCc1ccccc1
  A = 2 | B = 0.1 | C = 3 | D = 5 | E = 5 | F = 0 | G = -2 | H = 1 | I = -6 | J = 9
> COC(=O)C(C(=O)Nc1ccccc1C)C1CCCCCC1 (stereo unspecified)
  A = -1 | B = 1.0 | C = 3 | D = -3 | E = -1 | F = 2 | G = -1 | H = 1 | I = 0 | J = 1
> CS(=O)(=O)c1ccc(C(=O)Nc2ccccc2N2CCOCC2)c(Cl)c1
  A = -3 | B = 0.0 | C = 9 | D = -6 | E = -1 | F = 4 | G = 0 | H = 5 | I = 3 | J = 4
> CC(Sc1nnc2c(n1)[nH]c1ccccc12)C(=O)N(C)C1CCCCC1 (stereo unspecified)
  A = 7 | B = 0.1 | C = 1 | D = 1 | E = -7 | F = 9 | G = -1 | H = -1 | I = -3 | J = 2
> CC1CCN(S(=O)(=O)c2cccc(C(=O)Nc3ccccn3)c2)CC1
  A = -6 | B = 0.2 | C = 10 | D = -2 | E = 7 | F = 12 | G = 4 | H = 5 | I = 1 | J = 3
> COc1ccc(C(CNC(=O)c2cc(F)c(F)c(F)c2F)N2CCOCC2)cc1 (stereo unspecified)
  A = -1 | B = 0.0 | C = 6 | D = 1 | E = 3 | F = 0 | G = 0 | H = 1 | I = -3 | J = 4
> O=C(CSc1nnc(-c2ccccc2)c(-c2ccccc2)n1)N1CCOCC1
  A = 1 | B = 0.0 | C = -13 | D = 6 | E = -3 | F = 4 | G = 2 | H = 1 | I = -1 | J = 5
> CC(C)(C)NC(=O)Cn1c(SCC(=O)NC2CC2)nc2ccccc21
  A = -4 | B = 0.1 | C = 6 | D = 6 | E = 2 | F = -1 | G = 0 | H = 4 | I = -7 | J = -5
> O=C(CCCCCn1c(=O)[nH]c2ccsc2c1=O)NCc1ccc(F)cc1
  A = -5 | B = 0.0 | C = -6 | D = 8 | E = 2 | F = -11 | G = -1 | H = 2 | I = -1 | J = -4
> Cc1nc(C(=O)Nc2ccc(Cl)cc2)sc1C1(C)CC(c2cccc([N+](=O)[O-])c2)=NO1 (stereo unspecified)
  A = 1 | B = -0.8 | C = -7 | D = -3 | E = -2 | F = 3 | G = -3 | H = -8 | I = -3 | J = -3
> CC(C(=O)Nc1ccccc1Sc1ccccc1)N(c1ccccc1)S(C)(=O)=O (stereo unspecified)
  A = 7 | B = 0.4 | C = 10 | D = -3 | E = -2 | F = -8 | G = 4 | H = -2 | I = 2 | J = -6
> COc1cc(-c2n[nH]c(=S)n2-c2ccccc2C(F)(F)F)cc(OC)c1OC
  A = -1 | B = -0.5 | C = -15 | D = -83 | E = -3 | F = 15 | G = -4 | H = 0 | I = -15 | J = -21
> CCCCCCCCNc1nc(Cl)nc(NCCN2CCOCC2)n1
  A = 1 | B = 0.3 | C = 5 | D = 5 | E = 0 | F = 13 | G = -2 | H = 0 | I = -1 | J = 1
> O=C(O)CCN1C(=O)C2C3c4ccccc4C(c4ccccc43)C2C1=O (stereo unspecified)
  A = -2 | B = -0.6 | C = 0 | D = -1 | E = 0 | F = 11 | G = 0 | H = 6 | I = -1 | J = 5
> CCOC(=O)C(NC(=O)CC)(Nc1cc(C)on1)C(F)(F)F (stereo unspecified)
  A = -5 | B = 0.1 | C = -1 | D = 6 | E = 1 | F = 14 | G = 1 | H = 1 | I = -2 | J = 11
> Cc1ccc(S(=O)(=O)NCC(c2cccnc2)N(C)C)cc1 (stereo unspecified)
  A = -1 | B = 0.6 | C = 3 | D = 0 | E = 0 | F = -21 | G = 0 | H = -1 | I = 1 | J = -2

3 structures out of the list, arranged by molar mass, lowest first:
Abbreviations: A = ADAM17 inh; B = proKLK7 act; C = ASAP1 GAP inh; D = DDE Tn7 FP inh; E = MBD2 DNA inh; F = ARFGAP1 inhibitor; G = PLC-gamma1 inh; H = UHRF1 MBD2 ctr; I = PLCb3 inh; J = DDE Tn6 FP inh
> Cc1csc(NC(=O)c2ccc[nH]c2=O)n1
  A = 1 | B = 0.7 | C = 14 | D = -1 | E = 2 | F = -1 | G = -1 | H = 2 | I = -6 | J = -4
> CC(Sc1nnc2c(n1)[nH]c1ccccc12)C(=O)N(C)C1CCCCC1 (stereo unspecified)
  A = 7 | B = 0.1 | C = 1 | D = 1 | E = -7 | F = 9 | G = -1 | H = -1 | I = -3 | J = 2
> O=C(CSc1nc2ccc(Cl)cc2[nH]1)NCCc1ccc(Cl)cc1
  A = 2 | B = -0.9 | C = -8 | D = -4 | E = 2 | F = 6 | G = -1 | H = 1 | I = 2 | J = -2

Later entries:
Abbreviations: A = ADAM17 inh; B = proKLK7 act; C = ASAP1 GAP inh; D = DDE Tn7 FP inh; E = MBD2 DNA inh; F = ARFGAP1 inhibitor; G = PLC-gamma1 inh; H = UHRF1 MBD2 ctr; I = PLCb3 inh; J = DDE Tn6 FP inh
> CC(=O)NCCn1c(SCC(=O)OCc2ccccc2)nc2ccccc2c1=O
  A = 0 | B = -0.2 | C = -3 | D = -2 | E = 0 | F = 12 | G = 4 | H = 0 | I = -1 | J = -6
> CCN(CC)CCN(C(=O)c1ccc2c(c1)CCCC2)c1nc2ccc(F)cc2s1
  A = -4 | B = -0.5 | C = -6 | D = 1 | E = 1 | F = -8 | G = -1 | H = 2 | I = -10 | J = -2
> CCC1CCCCN1C(=O)CSc1nnc(CNC(=O)COc2ccc(Cl)cc2)o1 (stereo unspecified)
  A = -6 | B = 0.3 | C = 3 | D = -4 | E = -3 | F = 7 | G = 1 | H = 1 | I = -1 | J = -5
> Cc1cc2[nH]c(=O)c(=O)[nH]c2cc1S(=O)(=O)Nc1cccc(C)c1C
  A = -14 | B = -0.2 | C = -9 | D = -2 | E = -1 | F = 3 | G = -8 | H = -1 | I = -16 | J = -8
> O=C(O)c1ccc(Nc2ccc(Cl)c(Cl)c2)c([N+](=O)[O-])c1
  A = -1 | B = -0.6 | C = 1 | D = 8 | E = 3 | F = 0 | G = 0 | H = -1 | I = -7 | J = 4
> Cc1ccc(NC(=S)Nc2c(C)n(C)n(-c3ccccc3)c2=O)cc1
  A = 0 | B = -0.3 | C = -1 | D = -3 | E = -7 | F = 4 | G = 1 | H = -1 | I = 6 | J = 5
> S=C(Nc1ccccc1)N1N=CCC1c1ccccc1 (stereo unspecified)
  A = -4 | B = 0.3 | C = -5 | D = -2 | E = -2 | F = 7 | G = 4 | H = 0 | I = 1 | J = 3
> Clc1cc(-c2ccc(/C=N/n3cnnc3)o2)ccc1Br
  A = -2 | B = 0.3 | C = 11 | D = -4 | E = -2 | F = 11 | G = 3 | H = 4 | I = 0 | J = 0
> COCCC(=O)NNS(=O)(=O)c1ccc(Cl)cc1
  A = -1 | B = 0.2 | C = 5 | D = 2 | E = 7 | F = -4 | G = -3 | H = -1 | I = 3 | J = 4
> COc1ccc(CC(=O)c2c(O)cc(O)cc2O)cc1OC
  A = 6 | B = 1.4 | C = 7 | D = 2 | E = -3 | F = 6 | G = -2 | H = 2 | I = -1 | J = 7
> Cc1ccc(NC(=O)c2nc[nH]c2C(=O)N[C@@H](C)c2ccccc2)cc1
  A = 6 | B = 0.9 | C = -8 | D = 2 | E = -5 | F = 17 | G = -26 | H = -3 | I = 1 | J = -7
> COc1cccc(C(=O)NCC2CCCN(C(=O)Cc3cccc(C)c3)C2)c1OC (stereo unspecified)
  A = -2 | B = 0.8 | C = 6 | D = 11 | E = 1 | F = -4 | G = 1 | H = -1 | I = 3 | J = 4
> Cc1ccc(OCC(=O)N/N=C2/SCC(=O)N2Cc2ccccc2)cc1
  A = -1 | B = 0.0 | C = -10 | D = 8 | E = -6 | F = -2 | G = 5 | H = 2 | I = 6 | J = 1
> O=C(COc1cccc(Cl)c1)Nc1ccc(N2CCOCC2)cc1
  A = -1 | B = -1.1 | C = -10 | D = -7 | E = 6 | F = 8 | G = 1 | H = 2 | I = -1 | J = -6
> CC(=O)/C(=C\N(C)C)Sc1ccc(C)cc1
  A = -4 | B = 0.3 | C = 5 | D = -3 | E = 1 | F = 7 | G = -1 | H = -1 | I = -6 | J = 0
> c1csc(-c2ccc3ccccc3n2)c1
  A = -53 | B = -6.1 | C = -11 | D = -3 | E = 0 | F = -21 | G = -9 | H = -3 | I = -15 | J = -3
